# Pf apPOL inh: Pf-apPOL DNA polymerase inhibition; Recombinant Pf-apPOL, molecular beacon fluorescence, 1.5 h; hit rate 0.25% among 210,000; AID 1794808; inhibition, % at 10 µM
# mHTT CaM bind: mHTT-calmodulin interaction abrogation | P42858 | AlphaScreen His-mHTT/GST-CaM binding, luminescence | inhibition, % at 15 µM | hit rate 3.6% among 190,000;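 further: 0% = both proteins with DMSO and 100% = one protein alone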
# Active calls of the source: *; i = inactive; nt = not tested or not shown; & = joins results of further samples. No stated cut-off is given here; in the data, active means inhibition above about 50%; inactive means the rest.
SMILES,Pf apPOL inh,mHTT CaM bind
O=C(O)CNC(=O)CSc1nc2ccccc2c(=O)n1-c1ccccc1,5,1
C=CCC(=O)n1c(=O)sc2ccccc21,nt,1
O=[N+]([O-])c1ccc(CSc2nnc(-c3ccco3)n2Cc2ccccc2)cc1,-11,22
N#C/C(C(N)=O)=C1\Oc2c(cc(O)cc2-c2ccc([N+](=O)[O-])cc2)S1,3,23
O=C(C1CC(c2ccccc2F)=NO1)N1CCN(c2ccccc2)CC1 (stereo not given),0,0
N#Cc1ccsc1NS(=O)(=O)c1ccc(OC(F)(F)F)cc1,-6,nt
CCCC1c2ccc(C)n2CCN1C(=O)NCC1CCC(C(=O)OCC)CC1 (stereo not given),-3,1
COc1cc(C2C=C(c3ccc4c(c3)OCO4)Nc3ncnn32)cc(OC)c1OC (stereo not given),4,1&7
CC(/C=C1\N=C(c2ccc(Cl)cc2)OC1=O)=C\c1ccccc1,-3,13
CC1CCN(Cc2csc(N3CCN(C(=O)c4ccccc4F)CC3)n2)CC1,-3,9
O=C(c1cccs1)N1CCC(Oc2cc(N3CCCC3)ncn2)C1 (stereo not given),0,-2
COc1ccc(C2CC(c3ccc(Br)cc3)=NN2C(C)=O)cc1OC (stereo not given),-6,31
CCCn1c(=O)c(C(N)=NO)nn(-c2cccc(C(F)(F)F)c2)c1=O,3,nt
Cc1cc2n(n1)CCC(=O)N2CCCC(=O)NCc1ccc(F)cc1,-3,3
Cc1ccc(C(=O)NC2CCN(c3ccccc3C(=O)N3CCOCC3)CC2)cc1,-39,18
COC(=O)CSc1nc2c(-c3ccccc3)cn(C)c2c(=O)n1C(C)C,-2,-18
C=CCNC(=O)C1CC(=O)N(c2ccc(Cl)cc2)C1 (stereo not given),2,-7
Nc1cccc(NC(=O)c2ccccc2Br)c1,5,1
CCOCCCNC(=O)C1(C)CCC(=O)N1c1cccc(C)c1C (stereo not given),-6,0
O=C(CN1CCCC1)Nc1cc(C(F)(F)F)cc(C(F)(F)F)c1,-6,nt
Cc1cc(C(=O)NCC(C)C)c2cccc(C)c2n1,-2,-2
C[n+]1sc(Nc2ccccc2)nc1-c1ccccc1,2,4
CCC1Oc2ccc(Cl)cc2N(CC(=O)NCc2ccccc2)C1=O (stereo not given),-13,-15
CC(=O)Nc1ccccc1NC(=O)c1cccc([N+](=O)[O-])c1,1,-2
COc1ccc(C2=C/C(=C/c3ccc(OC)c(OC)c3)C(=O)O2)cc1,-1,6
COc1ccc(Cl)cc1NC(=O)N(CCc1ccccc1)Cc1ccccn1,-11,-27
CCc1nc(C)c2c(n1)N(CCOc1ccccc1OC)C(=O)CC2,-2,-2
COc1cc(C2C=C(c3cccc(NC(C)=O)c3)Nc3ncnn32)cc(OC)c1OC (stereo not given),61*,-3
O=C(NCC(O)c1ccccc1)Nc1cccc(C(F)(F)F)c1 (stereo not given),-15,nt
O=C(/C=C/c1ccc([N+](=O)[O-])o1)C1=C(O)c2ccccc2C1=O,-1,12
Cc1ccc(-c2noc(-c3ccc(=O)n(Cc4cc(C)ccc4C)c3)n2)cc1,0,-14
O=C(CN1C(=O)S/C(=C\C=C\c2ccccc2)C1=O)Nc1ccc(C(=O)O)cc1,7,18
COc1ccc(-n2nc(C(=O)Nc3ccccc3C(F)(F)F)c3ccccc3c2=O)c(OC)c1,-5,0
O=C(Nc1nccn(-c2ccc(Br)cc2)c1=O)c1ccccn1,-7,-2
O=C(CCC1CCCCC1)Nc1c2c(nn1-c1ccc([N+](=O)[O-])cc1)CS(=O)(=O)C2,-5,11
CCCn1c(=O)c(N2CCN(C(=O)c3c(F)cccc3F)CC2)nc2ccccc21,-8,-13
Cc1ccc(C(=O)N2CCC(CCNC(=O)C3CCCC3)CC2)cc1,-1,7
CC(Cc1ccccc1)=NNc1nc2c(c(=O)n(C)c(=O)n2C)n1C,5,nt
CCCN1N=C(C(=O)N2CCC(C)CC2)S(=O)(=O)c2ccc(Cl)cc21,-2,-3
COCCN1C(=O)C(=O)C(=C(O)c2ccc(OC)cc2)C1c1cc(OC)c(OC)c(OC)c1 (stereo not given),-1,-3

# Quoted from the listing.
# For mHTT CaM bind, `Cc1ccc(-c2noc(-c3ccc(=O)n(Cc4cc(C)ccc4C)c3)n2)cc1` is entered as -14
# For Pf apPOL inh, `CC(Cc1ccccc1)=NNc1nc2c(c(=O)n(C)c(=O)n2C)n1C` is entered as 5

# Additional entries
SMILES,Pf apPOL inh,mHTT CaM bind
CCCCSc1nnc(NC(=O)C2CC2)s1,-4,-13
O=C(NCC(F)(F)F)C(=O)NCC1(O)CCCC1,-3,-15
CC(=O)Nc1ccc(C(=O)N2CCN(C(=O)C3CC3c3cccs3)CC2)cc1 (stereo not given),-4,-9
O=C(NC1CCCCCC1)C1CCc2nc(N3CCN(C(=O)C4CCC4)CC3)sc2C1 (stereo not given),0,5
CC(=O)Nc1ccc(S(=O)(=O)NCC2CCN(Cc3ccco3)CC2)cc1,-1,-10
CCOc1ccc(-n2c(C)nc3cc(C(=O)O)ccc32)cc1,-4,-2
Cc1ccc(C(=O)Nc2ccc([N+](=O)[O-])cc2)c(Cl)c1,1,1
CC(C)c1ccc(CNC(=O)C(=O)Nc2ccccc2Cl)cc1,-7,-4
CCCc1nnc(NC(=O)c2cccc(C(=O)Nc3nnc(CCC)s3)n2)s1,-2,-3
CCNC(=O)CN1CCN(Cc2ccc3c(c2)OCO3)CC1,-3,3

# Among those listed so far, 3 have two or more sulfur atoms:
SMILES,Pf apPOL inh,mHTT CaM bind
N#Cc1ccsc1NS(=O)(=O)c1ccc(OC(F)(F)F)cc1,-6,nt
CCCCSc1nnc(NC(=O)C2CC2)s1,-4,-13
CCCc1nnc(NC(=O)c2cccc(C(=O)Nc3nnc(CCC)s3)n2)s1,-2,-3

# Some of the entries so far, with each value named.
> O=C(NC1CCCCCC1)C1CCc2nc(N3CCN(C(=O)C4CCC4)CC3)sc2C1 (stereo not given)
- Pf apPOL inh: 0
- mHTT CaM bind: 5

> CC(=O)Nc1ccc(S(=O)(=O)NCC2CCN(Cc3ccco3)CC2)cc1
- Pf apPOL inh: -1
- mHTT CaM bind: -10

> CCOc1ccc(-n2c(C)nc3cc(C(=O)O)ccc32)cc1
- Pf apPOL inh: -4
- mHTT CaM bind: -2

# Profiles, looked up by structure. Order of values: Pf apPOL inh	mHTT CaM bind
# Entry for Cc1ccc(C(=O)Nc2ccc([N+](=O)[O-])cc2)c(Cl)c1 : 1	1
# Entry for CC(C)c1ccc(CNC(=O)C(=O)Nc2ccccc2Cl)cc1 : -7	-4
# Entry for O=C(NC1CCCCCC1)C1CCc2nc(N3CCN(C(=O)C4CCC4)CC3)sc2C1 (stereo not given) : 0	5
# Entry for CC(=O)Nc1ccc(C(=O)N2CCN(C(=O)C3CC3c3cccs3)CC2)cc1 (stereo not given) : -4	-9
# Entry for O=C(NCC(F)(F)F)C(=O)NCC1(O)CCCC1 : -3	-15

# The list goes on:
SMILES,Pf apPOL inh,mHTT CaM bind
Cc1ccc(N2CC3=C(C2=O)C(c2ccccc2)NC(=O)N3C)cc1 (stereo not given),-5,1
O=C(NC1CCCCC1)C1CCN(c2cncnc2N2CCCC2)CC1,-2,4
Cc1ccc(Nc2ccc(NC(=O)Nc3ccc(F)cc3F)cc2)nn1,-14,-7
O=C(Nc1cccc(NC(=O)c2ccc(Cl)cc2Cl)c1)c1cccc([N+](=O)[O-])c1,0,12
CC(C)c1nnc(NC(=O)Nc2ccc(Cl)cc2Cl)s1,-4,1
Cc1cc(C)c(C=NNc2ccc(C(F)(F)F)cc2[N+](=O)[O-])[nH]1,-29,nt
CCCCCCCC/C=C\CCCCCCCC(=O)NCCO,17,nt
O=C(Nc1ccc(N2CCN(C3CCCC3)C2=O)nc1)c1cc(F)cc(F)c1,2,-8
O=C(Nc1ccc(Cl)cc1Cl)C1CCCO1 (stereo not given),3,0
CCc1oc2cc(O)ccc2c(=O)c1-c1ccc2c(c1)OCCO2,-4,11
Cc1cc2n(n1)CCC(=O)N2CCCC(=O)NCCC(C)C,-5,-4
Cc1ccccc1OCC(=O)O/N=C(\N)c1cccnc1,-10,i
COc1ccc(NC(=O)Cn2nc(C(F)(F)F)c(Cl)c2C)c(OC)c1,1,9
COc1ccc(S(=O)(=O)Nc2ccc(Cl)cc2Cl)cc1,-1,-6
O=c1cc(-c2ccccc2)oc2cc(Cl)ccc12,-2,-11
CCOC(=O)CC(NC(=O)c1cc2cc(Br)cc(OC)c2oc1=O)c1cccc([N+](=O)[O-])c1 (stereo not given),-9,1
COc1ccc(CCNC(=O)c2csc(Nc3ncccn3)n2)cc1OC,-6,-6
Cc1ccc(-n2nc3cc(C)c(NC(=O)c4ccccc4[N+](=O)[O-])cc3n2)cc1,-4,6
Cc1ccc(-c2csc(-c3cccn3CC(=O)NC3CC3)n2)cc1,-5,-1
O=C(N1CCC(C(c2ccccc2)c2ccccc2)CC1)C(Cl)(Cl)Cl,-15,nt
O=C(C1CCCCC1)N1CCCC(c2ccnc(-c3cccc(F)c3)n2)C1 (stereo not given),-3,16
Cc1ccc([N+](=O)[O-])cc1N1C(=O)Nc2cc(Cl)c(Cl)cc2N1O,-5,-1
CCCc1cc2c(c(NC(C)=O)n1)c(=O)oc1ccccc12,0,2
O=C(O)c1ccc(Cl)s1,9,-5
CC1=C(n2cnc([N+](=O)[O-])n2)C(c2ccccc2)C(C#N)=C(N)O1 (stereo not given),-6&-5,7&2
O=C(O)c1ccccc1-c1ccccc1C(=O)Nc1cccc2cccnc12,0,9
Cc1ccc(CNC(=O)c2cnc3c(c(C)nn3C)c2NCc2ccccc2)cc1,-6,6
CCN1C(=O)c2cc(NC(=O)c3c(F)cccc3F)ccc2Oc2ccccc21,-3,-20
Cc1oc(C2CCN(C(=O)c3ccc(F)cc3Cl)CC2)nc1C(=O)N1CCCC1,2,-2
O=C(NCc1cccnc1)C(=O)Nc1ccc(F)cc1,-1,-3
CSc1sc(C(=O)OC(C)C)c2c1C(=O)CC(C)(C)C2,3,nt
CC(=O)Nc1ccc(S(N)(=O)=O)cc1,-4,4
CC(C)CCNC(=O)C1CCCN(c2ncc(-c3cccc(F)c3)cn2)C1 (stereo not given),-1,-7
O=[N+]([O-])c1ccccc1C=Nc1ccc2c(c1)OCCO2,5,17
CC1=NN(c2ccccc2)C(=O)/C1=C/c1ccc([N+](=O)[O-])cc1,-3,33
CCOCCCNC(=O)C1CCN(c2ncnc3c2nc2n3CCCCC2)CC1,-1,-7
Cc1ccc(C2C(C#N)=C(SCC(=O)Nc3ccc(F)cc3)NC3=C2C(=O)CCC3)cc1 (stereo not given),-4,24
O=C(CCS(=O)(=O)c1cccs1)Nc1ncc(Br)s1,-4,9
Cc1ccccc1C1CC(c2ccc(Cl)cc2)Nc2ncnn21 (stereo not given),-11,28
CC(C)N1CCN(C(=O)c2ccc3[nH]c4c(c3c2)CN(C(=O)C2CCC2)CC4)CC1,0,37
CCc1nc(-c2ccc(C(=O)N3CCN(C4CCCCC4)CC3)cc2)cs1,-5,17
Cn1c(SCC(=O)Nc2cccc(Cl)c2)nc2c([nH]c3ccccc32)c1=O,-4,0
CCOc1ccc(C2C3=C(CCCC3=O)Nc3nc(SCc4ccccc4)nn32)cc1 (stereo not given),-16,5
CSC1=NSC2=NC(=O)/C(=C\c3ccc(F)cc3)C(=N)N12,-4,-1
COC(=O)c1sccc1NN=C(C#N)C(=O)c1ccc(Cl)cc1,-1,nt
CC(C)c1c(C(=O)O)nnn1-c1ccc(F)c(F)c1,-3,-3
O=[N+]([O-])c1ccc2nc(SCc3cn4cccnc4n3)[nH]c2c1,-7,-2
Cc1ccc(C(=O)Nc2ccc(S(N)(=O)=O)cc2)o1,-4,4
Cc1cc(OCC(=O)NCCCCCC(=O)O)c2c(C)c(C)c(=O)oc2c1,3,3
COc1ccccc1NCN1C(=O)S/C(=C\c2ccccc2F)C1=O,-5,42

# Going on with the list.
SMILES,Pf apPOL inh,mHTT CaM bind
CCOC(=O)c1cc2c(c(C(=O)O)c1O)CCCC2,-3,0
COCC(=O)Nc1c(C)cc(C)cc1C,-10,-1
COc1ccc2cc(-c3nc4ccccc4n3C)c(=O)oc2c1,5,-13
COc1cc(C)c2c(=O)c(Oc3ccccc3)c(C(F)(F)F)oc2c1,-1&2,-8&3
O=C1CCCN1CCCN=Cc1c(-c2ccccc2)[nH]n(-c2nc3ccccc3s2)c1=O,0,30
COc1cc(/C=C2/N=C(c3ccccc3)OC2=O)ccc1OCc1ccccc1,-1,21
Cc1cc(Cl)ccc1NS(=O)(=O)c1ccc2c(c1)-c1oncc1CO2,-2,-2
CCc1cc(=O)n(CC(=O)Nc2cccc(Cl)c2F)c(C)n1,1,-3
CN(C)c1ccc(C(=O)Nc2cnc(N3CCCCC3)nc2)cc1,-5,11
COc1cc(C)ccc1OCc1nc(C(=O)N2CCC(C)CC2)cs1,-4,2
Cc1nc2c(C(=O)NCCC(C)C)cnn2c(C)c1Cc1ccccc1Br,-13,8
Cc1cc2nc(-c3ccccn3)cc(C(F)(F)F)n2n1,-4,nt
COc1ccccc1CNC(=O)c1ccc(Cl)cc1[N+](=O)[O-],-4,-2
COCC(=O)N1CCCc2ccc(NC(=O)C3(c4ccc(F)cc4)CC3)cc21,-9,-17
OC[C@@H]1Cc2ccccc2CN1,nt,-10
O=C1CSC(=NN=Cc2ccn[nH]2)N1,-9,nt
O=S(=O)(Nc1ccc2c(c1)OCCO2)c1ccc2ccccc2c1,nt,-4
O=C(Nc1ccc(Cl)cc1)c1nn2c(c1Cl)NC(c1ccco1)CC2C(F)(F)F (stereo not given),-4,2
COc1cccc(Cn2cccc(S(=O)(=O)N3CCC(C)CC3)c2=O)c1,-1,-4
COc1ccc(-c2sc3ccccc3c2-c2cc(OC)ccc2C=O)cc1,-4,-7

# Assay outcomes (PubChem BioAssay)
